S100A4 MyoIIA: blocks human S100A4 binding to myosin IIA peptide. inhibition, % at 10.7 µM. S100A4/TAMRA-MyoIIA peptide fluorescence polarization. 360,000 compounds, 0.14% hits;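 active = mean inhibition of at least 70% across replicates, with every replicate also reaching that level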
Target sequence (P26447 whole entry, looked up): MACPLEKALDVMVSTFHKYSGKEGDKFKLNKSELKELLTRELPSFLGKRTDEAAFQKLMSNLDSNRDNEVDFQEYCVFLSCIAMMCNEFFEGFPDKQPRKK
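Test system: S100A4 monomer protein; Medium: HEPES pH 7.2 with CaCl2, KCl, NaCl, DTT, Triton; Probe or stimulus: TAMRA-labelled myosin IIA heavy-chain peptide probe, 5 nM; Doses: one dose per compound; Times: polarization read 5 min after assay mix addition, stable 5–60 min; Benchmarks: neutral control DMSO, positive control TFP.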
ERp5 block: ERp5 (human) disulfide isomerase inhibition | AID 651711 | Q15084 | ERp5 insulin aggregation, absorbance 650 nm, 90 min | 350,000 compounds, 0.05% hits | inhibition, % at 9.99 µM;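 active = mean replicate inhibition above about 25%, with every replicate also reaching it, limit read from the data, passing the limit was not always enough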
E-selectin induc: induces E-selectin expression in human endothelial cells | P16581 | 260,000 compounds, 0.37% hits | HUVEC E-selectin immunofluorescence imaging; normalized: neutral wells 0, TNF-alpha wells 100 | AID 686992 | activation, % at 7.58 µM;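 active = mean E-selectin-positive cell signal at least 10% of the positive control, reached in at least 60% of replicates, without over 20% cell loss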;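 also: in these data hits start at about 27%; measured in HUVEC primary endothelial cells; signal is the percent of cells scored E-selectin positive by PE staining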
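Assay system: HUVEC, human umbilical vein endothelial cells / Amount: 3,000 HUVEC/well / Controls: TNF-alpha positive control, DMSO neutral control / Compound dosing: single concentration / Medium: EGM-2 over gelatin coat / Evaluation: percent E-selectin-positive cells / Signal: immunofluorescence imaging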
RAD52 anneal inh: RAD52 (human) annealing inhibition | recombinant RAD52 DNA annealing, FRET fluorescence | inhibition, % at 18.7 µM | 360,000 compounds, 0.46% hits;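 active = every replicate showing at least 50% inhibition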
esBAF inh: blocks esBAF chromatin remodeling in mouse ES cells; AID 602393; reporter increase, % at 12.5 µM; 350,000 compounds, 2% hits; Bmi1-luciferase knock-in reporter, 24 h; 100% = twice the neutral-well signal; in the data active = activation above about 40%;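 also: 0% = median of the plate's neutral control wells and 100% = double that signal; a rise in the Bmi1 reporter signal indicates esBAF inhibition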
RAD54 inh: inhibitors of human RAD54 branch migration | 360,000 compounds, 0.14% hits | inhibition, % at 10.4 µM | Q92698 | AID 602329 | RAD54 Holliday junction branch migration, FAM/BHQ fluorescence;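 active = mean normalized replicate activity at least 40 and at least half of replicates scoring 40 or more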;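 also: 0% = median of neutral control wells and 100% = median of positive control wells; inhibitors cause a drop in the FAM fluorescence signal; in these data hits start at about 50%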
ERAP1 HTS inh: inhibitors of human ERAP1 aminopeptidase | inhibition, % at 10.7 µM | Q9NZ08 | recombinant ERAP1, Leu-AMC fluorescence, 60 min | 340,000 compounds, 0.15% hits;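 active = mean replicate inhibition of at least 30%, or all replicates individually reaching that 30% level; inactive = mean below 30% and not every replicate reaching it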;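 also: 0% = neutral control wells and 100% = L-leucinethiol positive control wells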
Target sequence (Q9NZ08 whole entry, looked up): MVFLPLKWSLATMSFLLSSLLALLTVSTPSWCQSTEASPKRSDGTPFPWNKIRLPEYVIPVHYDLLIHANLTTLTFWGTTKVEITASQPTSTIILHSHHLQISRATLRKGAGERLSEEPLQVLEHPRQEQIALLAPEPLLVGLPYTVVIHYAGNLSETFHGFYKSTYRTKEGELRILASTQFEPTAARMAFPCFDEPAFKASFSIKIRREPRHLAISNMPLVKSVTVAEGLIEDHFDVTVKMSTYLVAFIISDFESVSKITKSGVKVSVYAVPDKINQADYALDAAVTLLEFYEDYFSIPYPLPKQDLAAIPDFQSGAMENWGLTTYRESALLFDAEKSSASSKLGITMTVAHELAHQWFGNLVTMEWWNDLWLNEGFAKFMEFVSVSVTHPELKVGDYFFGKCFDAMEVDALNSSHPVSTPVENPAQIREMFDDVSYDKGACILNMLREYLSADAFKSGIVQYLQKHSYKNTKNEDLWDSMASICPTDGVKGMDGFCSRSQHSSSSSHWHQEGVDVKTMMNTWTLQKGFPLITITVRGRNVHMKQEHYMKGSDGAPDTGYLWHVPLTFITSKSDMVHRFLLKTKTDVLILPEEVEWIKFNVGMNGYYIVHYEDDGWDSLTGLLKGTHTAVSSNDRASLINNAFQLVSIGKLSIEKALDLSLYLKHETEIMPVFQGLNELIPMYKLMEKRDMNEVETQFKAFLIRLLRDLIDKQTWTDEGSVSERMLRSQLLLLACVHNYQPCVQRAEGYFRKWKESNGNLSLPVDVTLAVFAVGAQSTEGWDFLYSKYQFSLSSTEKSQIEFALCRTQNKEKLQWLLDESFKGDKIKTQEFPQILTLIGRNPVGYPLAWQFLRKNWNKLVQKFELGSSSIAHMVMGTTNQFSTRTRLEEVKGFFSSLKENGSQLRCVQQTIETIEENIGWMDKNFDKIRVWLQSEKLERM
Xi reactivation: reactivates the inactive X chromosome in mouse fibroblasts. XiGFP mouse fibroblasts, % GFP-positive cells imaging, 3 d; cells co-treated with 5-aza-dC sensitizer; scaled so ellipticine positive control = 100%. 360,000 compounds, 0.055% hits. activation, % at 7.58 µM. AID 743238;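 active = mean normalized replicate activation at least 10% and every replicate at or above 10%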;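 also: 0% = median of on-plate neutral control wells and 100% = ellipticine 6 µM median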
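material = 68-5-11 XiGFP fibroblast line | medium = DMEM plus 5-aza-dC sensitizer | schedule = 3 days compound exposure | benchmarks = positive control ellipticine, 6 µM final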
Active calls of the source: *; nt = not tested or not shown; & = joins results of further samples. Random draw from the library; any-hit rate near 2.5%.

Every second line gives: S100A4 MyoIIA	ERp5 block	E-selectin induc	RAD52 anneal inh	esBAF inh	RAD54 inh	ERAP1 HTS inh	Xi reactivation
CN1C(=O)c2cc(NS(C)(=O)=O)ccc2OC[C@H]2O[C@@H](CC(=O)N3CCOCC3)CC[C@@H]21
  7.0	1.2	-0.2	4.4	0.5	6.3	-0.4	0.0
COc1ccc(-c2ccc(N)[n+](CCCC(=O)O)n2)cc1
  -5.5	5.0	0.3	-1.8	-5.6	10.3	-3.5	0.2
O=C1CCCCC1Sc1ccc(Cl)cc1[N+](=O)[O-] (configuration not stated)
  -8.0	3.7	0.0	-7.3	nt	nt	3.4	0.4
O=C(CCCCCN1C(=O)c2cccc3cccc(c23)C1=O)NC1CCS(=O)(=O)C1 (configuration not stated)
  -2.9	-2.6	0.1	1.5	2.2	nt	2.6	0.1
Cc1ccc([N+](=O)[O-])c(NC2OC(CO)C(O)C2O)c1 (configuration not stated)
  4.1	7.2	-0.1	-20.1	nt	nt	7.5	0.0
C[C@@H]1CN([C@H](C)CO)C(=O)c2cc(NC(=O)C3CCCCC3)ccc2O[C@@H](C)CCCCO[C@H]1CN(C)S(=O)(=O)c1ccc(F)cc1
  -6.3	0.7	0.2	-46.1	-1.5	-2.3	2.1	0.7
COC(=O)C1CCN(C(=O)Cn2nnc(-c3ccccc3)n2)CC1
  -3.5	-3.1	0.1	-5.5	1.0	-10.1	6.1	0.4
COCC#Cc1ccc2c(c1)O[C@H](CN(C)S(C)(=O)=O)[C@H](C)CN([C@H](C)CO)S2(=O)=O
  -3.3	2.5	-0.1	-8.0	-1.8	-4.5	-0.6	0.3
CCOC(=O)c1c(NCCN(C)C)c2ccccc2[nH]c1=O
  3.3	0.8	0.5	-0.3	5.8	6.1	-4.4	0.0
Cc1csc(NC(=O)CCCNC(=O)c2ccc(Cl)cc2)n1
  -10.3	-6.1	nt	-25.7	4.6	6.9	2.3	-0.1
COC(=O)c1ccc(NC(=O)CN2CCN(c3ccccn3)CC2)cc1
  -0.6	-1.8	0.0	4.1	nt	nt	-2.0	0.0
C[C@@H]1CN([C@H](C)CO)C(=O)c2cc(-c3cccnc3)cnc2O[C@H]1CN(C)C(=O)Nc1ccccc1
  -6.4	19.3	-0.2	-6.3	-0.7	8.7	-1.5	-1.1
C[C@@H]1CN([C@H](C)CO)C(=O)c2cc(-c3cccc(C#N)c3)cnc2O[C@@H]1CN(C)C
  -33.6	2.3	0.2	4.0	-2.2	1.0	-1.3	0.1
CC(NC(=O)COC(=O)/C=C/c1ccco1)c1ccccc1 (configuration not stated)
  -4.6	-1.2	-0.8	-24.4	nt	nt	4.1	0.0
Cc1cc(-n2cnnn2)cc(C)c1S(=O)(=O)NCCOc1ccccc1
  1.2	-1.7	-0.2	-4.4	9.2	-0.8	0.5	0.0
CSCc1ccc(C(=O)NC2CC(C)(C)Cc3c2cnn3-c2ccc(F)cc2)o1 (configuration not stated)
  -3.2	1.4	-0.3	-14.9	4.1	-8.8	1.6	0.0
O=Cc1ccc(-c2cc(Cl)ccc2Cl)[nH]1
  -2.5	3.3	-2.7	-27.2	-6.2	5.3	1.0	0.0
C[C@@H]1CN([C@@H](C)CO)C(=O)c2cccc(NC(=O)CCCCCC(=O)Nc3ccccc3N)c2O[C@@H]1CN(C)S(=O)(=O)c1ccc(Cl)cc1
  0.2	-1.5	-0.1	-15.1	-3.9	nt	-5.4	-0.1
COc1ccc(N2C(=NC(=O)C3CCCCC3)SC3CS(=O)(=O)CC32)cc1 (configuration not stated)
  -5.3	-0.3	nt	-1.7	0.4	-5.2	-4.7	0.0
N[C@H](CSCc1ccccc1)C(=O)Nc1ccc([N+](=O)[O-])cc1
  -6.1	1.0	nt	-18.1	-0.9	-7.3	-2.9	0.0
C[C@H](CO)N1C[C@H](C)[C@H](CN(C)CC2CC2)Oc2c(NC(=O)CCCCCC(=O)Nc3ccccc3N)cccc2C1=O
  3.7	-6.8	-0.1	25.2	nt	nt	-0.2	0.7
CCOC(=O)c1c(NC(=S)NCC2CCCO2)sc(C)c1C (configuration not stated)
  -9.4	1.7	nt	-7.2	nt	nt	7.7	1.1
Cn1c(=O)c2c(SCC(=O)N3CCCC3)nc(CC(C)(C)C)nc2n(C)c1=O
  -3.6	-0.3	-1.6	-7.7	-10.3	-30.7	6.1	0.0
CCCCC/C=N\NC(=O)Cc1ccc([N+](=O)[O-])cc1
  0.5	0.3	nt	0.8	nt	nt	-7.9	-0.1
COCCNC(=O)C1(C)CCCN(C(=O)c2cc(C)oc2C)C1 (configuration not stated)
  -6.0	-4.7	nt	-9.8	-5.8	5.7	-5.4	0.2
Cc1ccccc1N(CC(=O)NCCSCc1ccccc1)S(C)(=O)=O
  0.6	1.7	nt	-21.2	-4.4	1.7	-1.0	0.0
CC(C)C(=O)Nc1ccc(N2CCCC2)c(Cl)c1
  -2.8	0.9	nt	-11.2	nt	nt	-4.2	0.2
CC1(C)Cc2c(cnn2-c2ccccc2)C(NC(=O)CCc2ccc(=O)[nH]n2)C1 (configuration not stated)
  8.9	-4.9	-0.2	-9.4	2.7	3.0	-4.6	-0.1
Cc1ccc2oc(C(=O)N3CCN(Cc4nccn4C)CC3)c(C)c2c1
  -6.1	-14.0	nt	-21.0	-1.1	2.5	-1.4	0.2
COc1ccc(CNC(=O)C2CCC(CNS(=O)(=O)c3ccccc3)CC2)cc1 (configuration not stated)
  -0.9	3.7	-0.1	-2.8	-1.0	-2.0	4.5	0.0

Some of the entries so far, in markdown:
| Compound | S100A4 MyoIIA | ERp5 block | E-selectin induc | RAD52 anneal inh | esBAF inh | RAD54 inh | ERAP1 HTS inh | Xi reactivation |
| --- | --- | --- | --- | --- | --- | --- | --- | --- |
| C[C@H](CO)N1C[C@H](C)[C@H](CN(C)CC2CC2)Oc2c(NC(=O)CCCCCC(=O)Nc3ccccc3N)cccc2C1=O | 3.7 | -6.8 | -0.1 | 25.2 | nt | nt | -0.2 | 0.7 |
| CCOC(=O)c1c(NC(=S)NCC2CCCO2)sc(C)c1C (configuration not stated) | -9.4 | 1.7 | nt | -7.2 | nt | nt | 7.7 | 1.1 |
| Cn1c(=O)c2c(SCC(=O)N3CCCC3)nc(CC(C)(C)C)nc2n(C)c1=O | -3.6 | -0.3 | -1.6 | -7.7 | -10.3 | -30.7 | 6.1 | 0.0 |

(cont.)
Every second line gives: S100A4 MyoIIA	ERp5 block	E-selectin induc	RAD52 anneal inh	esBAF inh	RAD54 inh	ERAP1 HTS inh	Xi reactivation
O=C(Cc1cccs1)NNC(=O)c1ccccc1Cl
  -4.3	1.4	0.1	-23.0	6.9	3.2	-3.8	0.6
O=[N+]([O-])c1cccc2c1ccc1ncccc12
  0.3	1.3	nt	-10.0	-13.6	7.0	-0.4	0.2
Cc1ccc(S(=O)(=O)Nc2cccc(-c3ccc4nncn4n3)c2)cc1
  0.8	-1.7	-0.5	-24.2	-12.7	-11.3	2.7	0.8
C/C=C/c1ccc([C@H]2[C@H](CO)N(C(=O)CC)[C@H]2CNC(=O)C2CC2)cc1
  28.0	-3.2	0.0	-42.5	-2.0	-1.9	-5.6	0.1
COc1ccc(CN2CCN(Cc3csc(C(C)=O)c3)CC2CCO)c(C)c1C (configuration not stated)
  -2.8	-10.6	nt	-1.7	nt	nt	-4.2	0.0
C[C@@H]1CN([C@@H](C)CO)C(=O)CCCn2cc(nn2)CO[C@H]1CN(C)C(=O)Nc1ccc(F)cc1
  -3.2&9.1&-0.1	2.0&8.9&4.1	-0.2&-0.6	8.1&3.7&-11.2	0.5&-1.2	1.9&9.5	-1.5&-0.1	-0.2&0.0
CCN(CC)c1nc(Oc2ccc(C(=O)OC)cc2)nc(N2CCOCC2)n1
  -4.1	10.7	0.5	-7.1	-1.8	nt	nt	nt
Cc1onc(-c2ccccc2Cl)c1C(=O)N1CCN(c2ccccc2)CC1
  0.2	3.9	nt	-9.5	1.2	2.9	-2.3	nt
C[C@@H]1CN([C@H](C)CO)C(=O)c2cc(NS(=O)(=O)c3cccs3)ccc2O[C@H]1CN(C)C(=O)Nc1ccccc1
  -10.1	2.1	-0.2	2.6	0.3	3.8	-3.2	-1.0
COc1ccc(S(=O)(=O)N[C@@H]2CC[C@@H](CCn3cc(-c4cccc(F)c4)nn3)O[C@@H]2CO)cc1
  9.8	7.3	-1.1	-14.6	9.4	0.0	4.2	0.4
CCCCCN(C(=O)CCC(=O)OCC(=O)c1c(C)cc(C)cc1C)c1c(N)n(CCCC)c(=O)[nH]c1=O
  -0.9	-3.5	-0.5	-23.9	nt	nt	2.6	0.2
O=C(CN1C(=O)NC2(CCCCCC2)C1=O)N1CCN(S(=O)(=O)c2ccccc2)CC1
  3.2	-0.8	nt	-7.4	nt	nt	6.0	0.1
COc1cccc(C2C=C(Nc3ccccc3)C(=O)N2c2ccccc2)c1 (configuration not stated)
  -6.6	2.1	9.9	-31.1	28.7	nt	2.1	0.0
COc1cc(NC(=O)CN(C)S(=O)(=O)c2ccc3c(c2)CCC(=O)N3)cc(OC)c1
  -11.0	-5.3	0.6	-16.7	-1.6	3.1	-1.1	0.3
COc1ccc(N2CCN(C(=O)c3cc4c(-c5ccc(Cl)cc5)nn(C)c4s3)CC2)cc1
  -8.7	4.4	nt	-19.2	-0.3	-1.6	nt	0.1
O=C(O)C1CCCN1C(=O)OCc1ccccc1 (configuration not stated)
  3.3	-0.5	nt	0.0	-3.8	3.5	-2.2	nt
CC(CN1CCOCC1)OC(=O)c1ccc(C(C)(C)C)cc1 (configuration not stated)
  -3.6	-2.2	nt	-7.3	4.1	-6.8	-1.7	0.0
CCO[C@@H]1OC(C(=O)N2CCCCCCC2)=C[C@H](C2CCCCC2)[C@H]1CCCO
  2.1	-3.6	0.0	-15.6	-7.4	5.7	-3.2	-0.5

Fetched one by one from the entries so far:
Every second line gives: S100A4 MyoIIA	ERp5 block	E-selectin induc	RAD52 anneal inh	esBAF inh	RAD54 inh	ERAP1 HTS inh	Xi reactivation
O=C(CCCCCN1C(=O)c2cccc3cccc(c23)C1=O)NC1CCS(=O)(=O)C1 (configuration not stated)
  -2.9	-2.6	0.1	1.5	2.2	nt	2.6	0.1
Cc1ccc([N+](=O)[O-])c(NC2OC(CO)C(O)C2O)c1 (configuration not stated)
  4.1	7.2	-0.1	-20.1	nt	nt	7.5	0.0
COCC#Cc1ccc2c(c1)O[C@H](CN(C)S(C)(=O)=O)[C@H](C)CN([C@H](C)CO)S2(=O)=O
  -3.3	2.5	-0.1	-8.0	-1.8	-4.5	-0.6	0.3

Assay outcomes (PubChem BioAssay)
